Screening results: PubChem BioAssay, Broad Institute
C2C12 statin: suppressors of simvastatin-induced myotoxicity in C2C12 myotubes; ATP luminescence, 48 h; scaled: DMSO 0, geranylgeraniol control 100; rescue of ATP level, % at 7.49 µM; 330,000 tested, 0.78% active;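 active = mean ATP rescue above about 67%, or every replicate alone reaching that limit, limit read from the data, passing the limit was not always enough; inconclusive = no clear call, values can overlap the other calls; inactive = mean under the limit and some replicate under it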;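 also: myotubes were challenged with 10 µM simvastatin during compound exposure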
esBAF inh: blocks esBAF chromatin remodeling in mouse ES cells | Bmi1-luciferase knock-in reporter, 24 h; 100% = twice the neutral-well signal | reporter increase, % at 12.5 µM | 350,000 tested, 2% active | AID 602393; in the data active = activation above about 40%; inconclusive = no clear call, values can overlap the other calls;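 also: 0% = median of the plate's neutral control wells and 100% = double that signal; a rise in the Bmi1 reporter signal indicates esBAF inhibition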
ARNT TACC3 PPI: ARNT/TACC3 interaction disruption | AID 623870 | Q9Y6A5 | AlphaScreen His-ARNT PAS-B/GST-TACC3 binding, luminescence; TACC3 fragment carries E629A point mutation | inhibition, % at 9.99 µM | 390,000 tested, 0.66% active;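 active = mean inhibition of replicates at least 50% and at least half of replicates each reaching 50%; inconclusive = half or more replicates reach 50% but mean below 50%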;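 also: 0% = complete ARNT plus TACC3 wells and 100% = ARNT alone without TACC3; many hits fall short of the cut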
miR-122 sensor: miR-122 inhibition in Huh7 cells; 340,000 tested, 0.3% active; activation (reporter increase), % at 12.5 µM; AID 602342; Huh7 miR-122 Renilla luciferase sensor, 48 h; neutral wells = 0, positive control = 100;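 active = mean replicate activation score at least 90 and every replicate individually at or above 90; inconclusive = only one of the two criteria met; inactive = neither criterion met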;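 also: higher luciferase means less miR-122 activity so hits act as miR-122 inhibitors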
Cneo AK release: Cryptococcus neoformans lysis via adenylate kinase release; lysis activity, % at 15 µM; C. neoformans lysis, adenylate kinase release luminescence, 4 h; normalised: neutral wells 0, clomiphene wells 100; 360,000 tested, 0.2% active;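 active = mean lysis activity across replicates of at least 80%, whatever share of replicates individually reach that level; inactive = mean lysis activity below 80%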
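Signal: Adenylate kinase release luminescence | Assay system: Log-phase Cryptococcus neoformans yeast cells | Input: Cells at 5 × 10^6 per mL | Buffer or medium: Fresh YPD growth medium | Compound: Single dose | Schedule: Static 4 h at 37 °C with compound, 1 h detection | Controls: Clomiphene | Read-out: Luminescence rise reflecting yeast cell lysis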
ERp5 block: blocks human ERp5 reductase activity on insulin. Q15084. ERp5 insulin aggregation, absorbance 650 nm, 90 min. inhibition, % at 9.99 µM. 350,000 tested, 0.05% active;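 active = mean replicate inhibition above about 25%, with every replicate also reaching it, limit read from the data, passing the limit was not always enough; inconclusive = only one of those two criteria met; inactive = neither criterion met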
Target sequence (Q15084 whole entry, looked up): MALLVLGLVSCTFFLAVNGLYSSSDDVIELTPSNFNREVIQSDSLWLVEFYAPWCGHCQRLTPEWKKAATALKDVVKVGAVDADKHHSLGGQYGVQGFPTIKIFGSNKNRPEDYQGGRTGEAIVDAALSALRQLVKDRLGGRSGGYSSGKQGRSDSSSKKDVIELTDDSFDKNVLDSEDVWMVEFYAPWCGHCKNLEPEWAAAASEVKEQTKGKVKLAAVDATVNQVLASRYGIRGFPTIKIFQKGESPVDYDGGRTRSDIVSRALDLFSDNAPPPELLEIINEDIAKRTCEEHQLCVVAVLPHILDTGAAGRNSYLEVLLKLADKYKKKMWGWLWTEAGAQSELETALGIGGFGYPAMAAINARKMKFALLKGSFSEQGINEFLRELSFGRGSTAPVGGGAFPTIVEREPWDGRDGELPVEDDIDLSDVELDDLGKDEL
SIRT5 inh: inhibitors of human sirtuin-5 desuccinylase. Purified SirT5, succinyl-peptide AMC, trypsin-coupled fluorescence. inhibition, % at 15 µM. 330,000 tested, 1.1% active. AID 652115; in the data active = inhibition above about 15%; inconclusive = no clear call, values can overlap the other calls
Target sequence (Q9NXA8 whole entry, looked up): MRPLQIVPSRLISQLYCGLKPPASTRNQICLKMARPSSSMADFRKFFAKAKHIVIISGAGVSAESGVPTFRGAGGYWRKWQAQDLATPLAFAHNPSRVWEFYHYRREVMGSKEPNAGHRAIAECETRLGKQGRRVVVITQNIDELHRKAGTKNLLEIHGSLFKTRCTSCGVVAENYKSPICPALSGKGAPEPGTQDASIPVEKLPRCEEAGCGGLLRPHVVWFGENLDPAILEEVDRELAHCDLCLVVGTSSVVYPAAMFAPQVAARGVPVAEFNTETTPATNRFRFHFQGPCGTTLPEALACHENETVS
Starred values were filed as active, the others as inactive; ? = inconclusive; · = no result given; [ ] = another dose, or the depositor's remark.

SMILES	C2C12 statin	esBAF inh	ARNT TACC3 PPI	miR-122 sensor	Cneo AK release	ERp5 block	SIRT5 inh
CCOC(=O)C1=C(CCc2ccccc2)NC(=O)NC1c1ccc(Br)cc1 (stereo not drawn)	6	-11	4	-10	-1	-2	·
C[C@H]1CN([C@@H](C)CO)C(=O)c2cc(C#Cc3ccccn3)cnc2O[C@H]1CN(C)C(=O)CCN1CCCCC1	3	-3	-11	4[16.7 µM]	3	7	-3
Cc1ccc(S(=O)(=O)N[C@H]2CC[C@@H](CCNC(=O)C3CC3)O[C@H]2CO)cc1	2	-2	5	·	-4	-1	-1
O=C(O)/C(=C\c1c(C(=O)O)[nH]c2cc(Cl)cc(Cl)c12)c1ccccc1	0	0	-2	5	-1	1	-2
C[C@H]1CN([C@@H](C)CO)S(=O)(=O)c2ccc(-c3ccncc3)cc2O[C@H]1CN(C)S(C)(=O)=O	-4	-4	9	4[16.7 µM]	3	18	0
COC(=O)[C@]1(CC(C)C)N[C@H](c2ccc(-c3ccc(F)cc3)c(OC)c2)[C@@H]2C(=O)N(C)C(=O)[C@@H]21	5	8	0	-4	2	-3	·
COc1ccc(N(C(=O)c2snc(C(N)=O)c2N)C(C(=O)NC2CCCC2)c2ccc3ncccc3c2)cc1 (stereo not drawn)	12	-1	-15	-1	2	2	-4
Cc1occc1C(=O)N1CCN(S(=O)(=O)c2ccc(F)cc2)CC1	0	-4	2	-7	2	1	2
O=C(O)c1cccc(COc2cccc3ccccc23)c1	·	·	-6	13	2	3	0
CN(C)CCCNC(=O)[C@@]1(c2ccc([N+](=O)[O-])cc2)CC(=O)N(C2CCCCC2)[C@@H]1c1ccc(CO)cc1I	·	·	-9	·	3	0	-10
Cc1cccc(C)c1NC(=O)c1sc(Cl)nc1C	·	·	-4	·	·	1	-3
CCNC(=O)C[C@H]1CC[C@@H]2[C@H](COC[C@H](O)CN2C(=O)Nc2ccc3c(c2)OCO3)O1	-7	45*	9	8[16.7 µM]	-4	6	0
CC(C)[C@H](NC(=O)N1c2ccccc2NC(=O)[C@@H]1C(C)C)C(=O)N[C@@H](C(=O)O)c1ccccc1	5	0	-12	-3	3	-4	-1
COc1ccc2c(C)cc(SCC(=O)Nc3cccnc3Cl)nc2c1	·	·	15	·	·	2	-2
C[C@@H]1CN([C@@H](C)CO)C(=O)Cc2cc(NS(C)(=O)=O)ccc2O[C@@H]1CN(C)CC1CCCCC1	9	4	-3	2[16.7 µM]	-8	3	-6
CCS(=O)(=O)NCC[C@H]1CC[C@H](NC(=O)Cc2ccccn2)[C@H](CO)O1	7	0	1	3[16.7 µM]	1	3	2
COc1ccc(C(=O)Cn2cnc3ccccc3c2=O)c(OC)c1	10	15	4	-3	1	-2	1
O=C(C[C@@H]1C=C[C@H](NC(=O)CCN2CCCCC2)[C@@H](CO)O1)Nc1ccc(-c2ccccc2)cc1	-31	3	-23	-16[16.7 µM]	-2	1	-3
Cc1oc(-c2ccccc2F)nc1CS(=O)CC(=O)NCCN1CCCCC1C (stereo not drawn)	-22	-1	3	·	3	-1	0
O=c1c(-c2ccco2)[n+]([O-])c2ccccc2n1OCc1ccccc1	18	0	-20	11	-1	·	·

Gathered by group: the entries above containing fluorine
SMILES	C2C12 statin	esBAF inh	ARNT TACC3 PPI	miR-122 sensor	Cneo AK release	ERp5 block	SIRT5 inh
COC(=O)[C@]1(CC(C)C)N[C@H](c2ccc(-c3ccc(F)cc3)c(OC)c2)[C@@H]2C(=O)N(C)C(=O)[C@@H]21	5	8	0	-4	2	-3	·
Cc1occc1C(=O)N1CCN(S(=O)(=O)c2ccc(F)cc2)CC1	0	-4	2	-7	2	1	2
Cc1oc(-c2ccccc2F)nc1CS(=O)CC(=O)NCCN1CCCCC1C (stereo not drawn)	-22	-1	3	·	3	-1	0

(continued)
SMILES	C2C12 statin	esBAF inh	ARNT TACC3 PPI	miR-122 sensor	Cneo AK release	ERp5 block	SIRT5 inh
O=C(CCC(=O)c1ccc(F)cc1)Nc1cccc(Br)c1	-3	-2	-10	-7	0	4	6
O=C(COc1ncnc2ccc(Br)cc12)NCc1ccc2c(c1)OCO2	61	-9	8	0	2	·	·
C/C=C/c1cnc2c(c1)C(=O)N([C@@H](C)CO)C[C@H](C)[C@@H](CN(C)C(=O)c1cccnc1)O2	-4	-5	-1	28[16.7 µM]	5	1	-1
CC(C)NC(=O)N(C)C[C@H]1Oc2cc(-c3ccccc3)ccc2S(=O)(=O)N([C@H](C)CO)C[C@H]1C	·	-7	-2	-14[16.7 µM]	-3	2	-3
CN1CCN(CCC(=O)N/N=C/c2cc3c(cc2[N+](=O)[O-])OCO3)CC1	2	0	-10	4	-1	-2	1
CC1CC(=O)C=C(O)C1C(=O)OC(C)(C)C (stereo not drawn)	·	-7	0	-4	1	·	·
C[C@H](CO)N1C[C@H](C)[C@H](CN(C)C(=O)Nc2cccc3ccccc23)OCCCC[C@H](C)Oc2ccc(NC(=O)c3ccncc3)cc2C1=O	-2	29	9	2[16.7 µM]	0	-10	9
COc1cc(NC(=O)C2CCN(S(=O)(=O)c3cccs3)CC2)c(C(=O)O)cc1OC	-6	-2	·	-5	-3	0	·
O=C(CN(c1ccccc1F)S(=O)(=O)c1ccccc1)N1CCCCCC1	29	3	4	19	0	·	·
N[C@@H](Cc1ccc(O)cc1)c1nnc([C@H](CCC(=O)O)NC(=O)C2CCNCC2)o1	-3	-1	-4	2	3	-6	·
CCN(CC(=O)NCc1cccs1)C(=O)C1CC(=O)N(c2ccc(OC)cc2OC)C1 (stereo not drawn)	1	?	·	-1	0	-2	-3
Cc1cccc(OCC(=O)NC(Cc2ccccc2)C(=O)O)c1 (stereo not drawn)	·	·	-4	0	-8	·	·
Cc1ccc(S(=O)(=O)N2CCOCC2)cc1NC(=O)COC(=O)c1ccc(Br)o1	1	-11	-2	-9	0	-3	-3
O=C1CSC(c2ccc(Cl)cc2)N1c1cccnc1 (stereo not drawn)	8	-7	1	-4	1	2	-5
COc1cc2c(C)nc(C)c(C#N)c2cc1OC	56	-14	1	-7	-1	·	·
COc1ccccc1NC(=O)Nc1ccc(CC#N)cc1	-20	31	-9	-3	·	-2	1
COc1ccc(CSC(=N)N)cc1[N+](=O)[O-]	18	-7	4	4	2	·	·
CN(C)c1ccc(/C=N/N=C2/NC(=O)/C(=C/c3ccc([N+](=O)[O-])cc3)S2)cc1	-7	-22	-3	0	-12	·	·
CC(=O)Nc1ccc(S(=O)(=O)NCC(=O)OCC(=O)N2CCc3ccccc32)cc1	8	-7	-17	2	-1	·	·
O=C(Nc1ccc(Br)cc1)NC1CCCCCCC1	·	·	-3	1	0	-3	-3
COc1ccc(/C=c2\sc3nc(-c4ccccc4OC)nn3c2=O)c(OC)c1	·	·	-7	0	0	·	·
CCN(CC)CCNC(=O)C1CCC(=O)N(c2ccc(OC)cc2)C1c1ccc(F)cc1 (stereo not drawn)	-1	-5	3	4	-1	·	·
O=C(C1Cc2ccccc2CN1C(=O)c1ccccc1)N1CCN(c2ccccc2)CC1 (stereo not drawn)	7	-5	1	-5	4	0	1
COc1ccc(CNC(=O)C2CCN(C(=O)c3ccco3)CC2)cc1	-1	-2	-6	-4	-2	-3	·
NNC(=O)c1sc(-c2ccc(Cl)cc2)cc1N	1	?	-8	6	3	2	-5
COc1cccc(CNC(=O)COC(=O)c2ccc(N3CCCC3=O)cc2)c1	-18	-1	·	-9	-1	7	-3
O=C(CC1Oc2ccccc2NC1=O)NCCCN1CCOCC1 (stereo not drawn)	-9	2	2	·	0	-7	·
Cc1cc(C)cc(NC(=O)CN(Cc2ccccc2)S(C)(=O)=O)c1	1	-3	-7	-2	-2	·	·
CCC(C)C(=O)N1CCCC(c2nc(-c3cccs3)no2)C1 (stereo not drawn)	2	53*	-9	10	-2	·	·
Cc1c(Cl)cccc1NC(=O)CCC(=O)N/N=C/c1ccc[nH]1	·	·	-4	·	·	4	3
CNC(=O)CCn1nc(-c2ccccc2)c2ccccc2c1=O	6	1	-6	-1	-3	·	·
COC(=O)c1ccc(NC(=O)Cn2nc(C)c3ccccc3c2=O)cc1	-14	-1	-9	·	-1	1	2
CC12CC3(C)CC(C)(C1)CC(C(=O)NC(=S)NC(C)(C)C)(C2)C3	·	·	-9	·	·	2	-3
COCCNc1nnnc2c1sc1nc(N3CCOCC3)c3c(c12)CC(C)(C)OC3	2	3	3	-4	1	5	-9
CCCCCCn1cc(C(=O)O)c(=O)c2cc(F)c(N3CCN(C)CC3)cc21	-2	-6	31	-6	2	·	·
Clc1cccc(/C(Cc2nc3ccccc3[nH]2)=N\Nc2ccccc2)c1	·	·	-1	·	·	5	6
Cc1nc(Nc2ccc(S(N)(=O)=O)cc2)sc1C(=O)Nc1ccccc1	·	·	5	·	·	3	5
COc1cccc(/C=C/C(=O)NCc2cn3cc(Cl)ccc3n2)c1OC	·	·	-15	0	·	-2	-6
OCCN=Cc1c(O)[nH]c2ccccc12	1	-9	-7	·	1	-1	-1
CCn1c(SCC(=O)NCc2ccccc2)nnc1-c1ccccc1O	1	-1	-5	4	3	-3	-1
COc1ccccc1C(=O)COC(=O)C(CCSC)NC(=O)COc1ccccc1 (stereo not drawn)	9	·	0	-2	0	1	-4
COc1ccc(C)cc1NC(=O)C(Sc1nnc(Nc2cc(C)ccc2OC)s1)c1ccccc1 (stereo not drawn)	·	·	-17	14	1	·	·
O=C(Oc1ccc(OC(=O)c2ccncc2)cc1)c1ccncc1	13	-9	-4	-6	1	-1	-2
COc1ccc(OCC(=O)OCC(=O)NC2CCCC2)cc1	5	2	-5	5	0	-6	9
COc1ccccc1CNC(=O)C[C@@H]1CC[C@H]2[C@@H](COc3ccc(NS(=O)(=O)c4ccc(C)cc4)cc3C(=O)N2C)O1	-37	2	-1	-12[16.7 µM]	-3	3	1
CNC[C@@H]1Oc2ccc(NS(=O)(=O)c3ccccc3)cc2CC(=O)N([C@H](C)CO)C[C@@H]1C	3	2	-15	-2[16.7 µM]	-2	5	-23
O=C(Nc1ccc([N+](=O)[O-])cc1)c1cc(Cl)sc1Cl	11	3	-6	23	0	2	-8
CCn1c(SCC(=O)Nc2cccc(F)c2)nc2c(c1=O)SC(C)C2 (stereo not drawn)	0	-1	2	2	-2	-4	·
CCOc1ccc(CCNC(=O)C2CCCN(c3nnc(-n4cccc4)s3)C2)cc1OCC (stereo not drawn)	15	9	-1	-1	-2	·	·
COCCN1C(=O)C(=O)/C(=C(/O)c2cccc(S(=O)(=O)N(C)C)c2)C12C(=O)N(C)c1ccccc12 (stereo not drawn)	-1	-9	-10	-1	-1	·	·

New compounds follow:
SMILES	C2C12 statin	esBAF inh	ARNT TACC3 PPI	miR-122 sensor	Cneo AK release	ERp5 block	SIRT5 inh
CCNC[C@@H]1[C@H](c2ccccc2)[C@H](CO)N1C(=O)Cc1ccccn1	4	3	7	-8[16.7 µM]	44	-3	13
CCOC(=O)c1cc(-c2ccccc2C)n(CC2CC(c3ccc(OC)cc3)=NO2)n1 (stereo not drawn)	24	3	-4	-1	-1	6	·
CN(CC(=O)Nc1ccc(Cl)c(C(F)(F)F)c1)C(=O)c1cccc2cccnc12	-2	0	·	·	4	1	-7
CC(C)Cc1nn2c(=O)cc(CSCC(=O)Nc3ccccc3F)nc2s1	-2	20	-11	7	-4	1	-5
CCOC(=O)Cn1nc(C)c(NC(=O)COc2ccc([N+](=O)[O-])cc2)c1C	·	·	1	·	·	8	-1
CC(=O)Nc1cccc(C(=O)O)n1	·	·	59*	·	·	-3	-2
O=C(C[C@@H]1C=C[C@@H](NS(=O)(=O)c2cccc(F)c2)[C@@H](CO)O1)N1CCCCC1	3	-4	·	·	8	-1	0
CC(C)OC(=O)CSc1nc(N2CCOCC2)c2c(c1C#N)CC(C)(C)OC2	·	·	-12	·	·	4	-2

This is a random part of the collection. Share with any hit: about 4%.
